Assay outcomes: PubChem, National Center for Advancing Translational Sciences (NCATS)
IDH1 R132H inh: blocks human mutant IDH1 R132H enzyme; IDH1-R132H enzyme, NADPH consumption, diaphorase/resazurin fluorescence; Potency, µM (top dose mostly 76.6 µM), for inactives: at the highest dose activity change, negative = inhibition, most hits filed as inhibitors; 0.093% of 390,000 active; note: potency is the fitted concentration of half-maximal effect; % is set by controls: 0 for no effect and ±100 for the full control effect; nearly all actives have a fitted effect of over 65% in size
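IDH1-R132H (0.5 ug/mL dispensed) in pH 7.5 Tris buffer was preincubated 30 min with compound, then given a substrate mix of 0.016 mM NADPH and 2 mM alpha-KG for 80 min at room temperature; remaining NADPH was read by diaphorase/resazurin fluorescence.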
USP1-UAF1 inh: blocks the human USP1/UAF1 deubiquitinase complex. O94782. recombinant USP1/UAF1, Ub-Rhodamine cleavage fluorescence. Potency, µM (doses to about 57.1 µM), without a hit: at the highest dose activity change, negative = inhibition, usual class: inhibitors. 0.23% of 390,000 active. AID 743255; note: potency is the fitted concentration of half-maximal effect; % is set by controls: 0 for no effect and ±100 for the full control effect; nearly all actives have a fitted effect of over 60% in size; inactives centre near -12
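USP1/UAF1 complex at 1 nM was preincubated with compound for 15 min at room temperature, then Ub-Rho substrate (150nM final) was added. Fluorescence (480/540 nm) was read kinetically, 6 reads every 60 seconds.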
TRHR agonist: activates the human TRH receptor. P34981. TRHR cells, calcium flux fluo-8, FDSS agonist mode. activation, % at 2 µM. 0.18% of 360,000 active; in the data active = activation above about 30%; note: 0% is about no effect
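TRHR-expressing cells, plated overnight in medium with 10% serum, were loaded with fluo-8 calcium dye at room temperature. After a 10 s baseline, library compound was pin-added and calcium release was recorded kinetically (ex 480/em 530) as agonist response.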
TrxR1 substrate: substrates of rat thioredoxin reductase 1; O89049; purified TrxR1 substrate turnover, NADPH consumption readout; Potency, µM (highest dose often 114 µM), for inactives: at the top dose activity change, negative = substrate turnover; 0.01% of 390,000 active; note: potency is the fitted concentration of half-maximal effect; % is set by controls: 0 for no effect and ±100 for the full control effect; nearly all actives have a fitted effect of over 50% in size
Target sequence (O89049 whole entry, looked up): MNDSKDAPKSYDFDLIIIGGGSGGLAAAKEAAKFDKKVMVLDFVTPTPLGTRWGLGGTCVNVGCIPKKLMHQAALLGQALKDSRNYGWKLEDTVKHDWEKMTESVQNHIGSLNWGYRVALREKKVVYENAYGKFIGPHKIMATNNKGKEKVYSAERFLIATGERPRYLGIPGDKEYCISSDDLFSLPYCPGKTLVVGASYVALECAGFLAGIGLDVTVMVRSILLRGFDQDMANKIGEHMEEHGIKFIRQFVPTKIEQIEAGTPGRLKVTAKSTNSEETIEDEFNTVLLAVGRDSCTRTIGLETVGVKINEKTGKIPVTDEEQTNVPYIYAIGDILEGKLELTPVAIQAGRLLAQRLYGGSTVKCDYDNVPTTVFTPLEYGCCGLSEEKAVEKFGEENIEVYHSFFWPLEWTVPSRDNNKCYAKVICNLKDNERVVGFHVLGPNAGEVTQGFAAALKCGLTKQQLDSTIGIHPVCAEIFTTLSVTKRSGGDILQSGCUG
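Rat TrxR1, dispensed at 90 nM, was prereduced with 400 uM NADPH (final) for 5 min at ~22 deg C, then incubated with compound 15 min before 400 uM selenite. A first-read NADPH fluorescence drop versus no-compound background flagged substrates.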
D2 antag: antagonists of human D2 dopamine receptor; P14416; HEK293 TREx D2 cells, calcium flux, dopamine EC80; inhibition, % at 10 µM; 2% of 340,000 active; AID 485344; in the data active = inhibition above about 30%; note: 0% is about no effect
Target sequence (P14416 whole entry, looked up): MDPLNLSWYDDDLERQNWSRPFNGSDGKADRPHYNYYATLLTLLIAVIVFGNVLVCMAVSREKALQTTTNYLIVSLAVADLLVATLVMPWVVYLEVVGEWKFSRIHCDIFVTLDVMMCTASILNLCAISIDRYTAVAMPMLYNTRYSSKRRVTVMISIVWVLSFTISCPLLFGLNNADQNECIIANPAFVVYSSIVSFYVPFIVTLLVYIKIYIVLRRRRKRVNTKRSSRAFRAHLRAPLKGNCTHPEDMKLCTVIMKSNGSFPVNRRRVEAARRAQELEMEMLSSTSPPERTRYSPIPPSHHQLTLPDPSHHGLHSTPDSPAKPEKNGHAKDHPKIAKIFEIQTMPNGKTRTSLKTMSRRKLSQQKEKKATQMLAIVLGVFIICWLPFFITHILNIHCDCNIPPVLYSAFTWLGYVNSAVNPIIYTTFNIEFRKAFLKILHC
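Measurement of antagonist activity uses fluorescent calcium dye in inducible HEK293 T-REx D2 cells: 10 s baseline, compound addition with 180 s read, EC80 dopamine addition with a further 180 s read.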
rTrxR1 inhibitor: blocks rat thioredoxin reductase 1. O89049. recombinant rTrxR1, NADPH fluorescence consumption, selenite substrate. Potency, µM (titrated, usually from 114 µM), inactives show at the highest dose activity change, negative = inhibition, most hits filed as inhibitors. 1% of 390,000 active. AID 588453; note: potency is the fitted concentration of half-maximal effect; % is set by controls: 0 for no effect and ±100 for the full control effect; nearly all actives have a fitted effect of over 65% in size
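Rat TrxR1 (90 nM in the dispensed reagent) was pre-reduced with 400 uM NADPH for 5 min at room temperature, then incubated with compound for 15 min. After 400 uM selenite was added, NADPH fluorescence (Ex 340/Em 450 nm) was followed for 8 min.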
Pin1 inh: human Pin1 inhibition; Q13526; Pin1 FP peptide displacement, HiFluor488, 10 min; Potency, µM (doses to about 115 µM), without a hit: at the top dose activity, negative = inhibition, usual class: inhibitors; 0.009% of 390,000 active; active = well fitted inhibition curve with a large enough effect in the polarisation, with a control signal flat, not every such curve was filed as active; inconclusive = small, poorly fitted or top-dose-only effect, or effect the other way, or a change in a side signal; inactive = no such curve, though single readings can be large or run the other way; the % refers to the polarisation; note: potency is the fitted concentration of half-maximal effect; % is set by controls: 0 for no effect and ±100 for the full control effect
Target sequence (Q13526 whole entry, looked up): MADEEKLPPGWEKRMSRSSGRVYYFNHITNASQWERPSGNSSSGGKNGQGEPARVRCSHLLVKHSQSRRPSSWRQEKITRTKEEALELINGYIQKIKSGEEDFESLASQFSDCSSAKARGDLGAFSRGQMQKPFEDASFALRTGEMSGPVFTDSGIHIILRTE
D2 ag: agonists of human D2 dopamine receptor | P14416 | HEK293 T-REx D2 cells, calcium flux agonist mode | activation, % at 2 µM | 0.53% of 340,000 active | AID 485358;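 active = activation over 3 SD above normal in the single-dose calcium agonist read, cut at about 30% in these data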; note: 0% is about no effect
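HEK293 Trex D2 cells, tetracycline-induced, o/n 30 C 5% CO2; no-wash Ca dye, RT 30–90 min; 10-cycle baseline, 23 nl cpd added, kinetic Ca read 180 s; agonist hits = positive Ca response.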
TRHR PAM: allosteric enhancers of human TRH receptor. P34981. TRHR cells, fluo-8 calcium fluorescence, EC20 TRH enhancement. enhancement, % at 2 µM. 0.66% of 360,000 active. AID 493056; in the data active = enhancement above about 30%; note: 0% is about no effect
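TRHR-expressing cells loaded with fluo-8 calcium dye were read kinetically (ex 480/em 530) during compound addition, then stimulated with an EC20 of TRH (10 nM final). Enhancement of the Gq-mediated intracellular calcium response was scored.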
Starred values were filed as active, the others as inactive; ? = inconclusive; . = no result given; & = joins results of further samples; [ ] = another dose, or the depositor's remark. Unless noted, calls come from the whole dose curve; as a rule, active = well fitted inhibition curve with a large enough effect; inconclusive = small, poorly fitted or top-dose-only effect; inactive = no such curve, though single readings can be large or run the other way. Some of the compounds tested. The share of hits here may be higher or lower than overall.

SMILES	IDH1 R132H inh	USP1-UAF1 inh	TRHR agonist	TrxR1 substrate	D2 antag	rTrxR1 inhibitor	Pin1 inh	D2 ag	TRHR PAM
Cc1ccc2oc(=O)cc(CN3CCN(Cc4ccccc4)CC3)c2c1	-12%	-6%	-0.2	-6%	52*	-8%	-7%	-1.0	1
COc1ccc(CCNC(=O)COc2ccc(S(=O)(=O)NCC(C)C)cc2Cl)cc1OC	0%	?	0.4	-3%	0	6%[57.1 µM]	-9%	6.4	-6
CC12CCC(C(=O)Nc3ccccc3N3CCOCC3)(CC1=O)C2(C)C (stereo unspecified)	0%	-7%	-0.8	-6%	-5	-8%	-4%	0.2	2
COCC(C)n1c(C)cc(C(=O)COc2ccc(S(=O)(=O)N3CCOCC3)cc2Cl)c1C (stereo unspecified)	-5%	-8%	0.0	7%[57.1 µM]	10	-8%[57.1 µM]	6%	0.2	-1
COC(=O)c1ccc(C)c(NC(=O)CCSc2ccc(C)cc2)c1	3%	2%	-0.2	-4%	-13	-11%	-5%	1.1	34*
O=C(CSc1nc(-c2ccc(F)cc2)cc(C(F)(F)F)n1)NCc1ccccc1	-13%	-21%	-0.7	6%	.	35%	0%	-0.7	-5
CC(C)CN1CCc2nc(N3CCN(c4ncccn4)CC3)ncc2C1	8%	?	0.1	0%[57.1 µM]	.	6%[57.1 µM]	-2%	28	-3
O=C(Nc1ccccn1)c1ccc(CN(c2ccccc2)S(=O)(=O)c2ccccc2)cc1	-1%	-28%	0.5	3%[57.1 µM]	-15	9%[57.1 µM]	-1%	-0.7	-2
COc1ccc(C2C(C#N)=C(N)Oc3n[nH]c(C)c32)cc1Cn1nc(C)c([N+](=O)[O-])c1C (stereo unspecified)	-3%	-6%	-0.1	-11%	.	-23%	4%	.	-3
COC(=O)c1ccc(NC(=O)c2cccc(N3C(=O)C4C5C=CC(C6CC56)C4C3=O)c2)cc1 (stereo unspecified)	-1%	-21%	1.4	11%	8	14%	1%	-0.5	-2
COc1ccccc1NC(=O)c1ccc2nc(C)c(C)nc2c1	-4%	-10%	-0.7	-5%	11	6%	15%	0.5	5
Cc1cc(C)c(C#N)c(SCc2nc3ccccc3[nH]2)n1	11%	-10%	-1.1	3%[57.1 µM]	-11	8%[0.457 µM]	0%	0.3	-1
CC(Sc1oc(-c2ccco2)nc1S(=O)(=O)c1ccc(Br)cc1)c1ccccc1 (stereo unspecified)	3%	-26%	-0.6	1%	.	?	60%[activator]	0.0	-7
Cc1cc2nnc(SCC(=O)OC(C)C)n2c2ccccc12	14%	-6%	-0.3	4%[57.1 µM]	-3	24%[57.1 µM]	?	-0.5	3
COc1ccc2[nH]c(C(=O)NCCN3CCCCC3)cc2c1	9%	-14%	0.0	81%	-6	33%	?	-0.2	0
COc1cccc(Cn2c(=O)n(-c3cccc(Cl)c3C)c(=O)c3c4c(sc32)CN(C(C)=O)CC4)c1	35µM*	-29%	-0.1	4%[57.1 µM]	.	15%[57.1 µM]	-1%	0.2	9
Cc1ccc(NC(=O)c2ccc(-c3nn(C)c(=O)c4ccccc34)cc2)c(C)c1	-5%	-23%	-0.1	1%	1	10%	0%	-1.4	10
CCC(C)(C)n1nnnc1C(c1cccnc1)N1CCN(c2cccc(C(F)(F)F)c2)CC1 (stereo unspecified)	2%	-6%	-1.9	-14%	8	-23%	?	-0.1	3
CCCCN(CC)CCCNC(=O)c1c(C)oc2ncnc(N3CCOCC3)c12	-2%	-4%	1.0	-1%	.	7%	-21%	.	-9
CCCCOC(=O)C(C)Nc1n[nH]c(=O)[nH]c1=O (stereo unspecified)	2%	-18%	0.5	-6%	8	2%[57.1 µM]	0%	0.8	8
CCSc1nc(=S)cc(C)[nH]1	-1%	-14%	-0.7	4%	10	?	0%	2.7	-5
COc1ccc(CNC(=O)COC(=O)c2cc(S(=O)(=O)N3CCOCC3)ccc2O)cc1OC	3%	-7%	.	10%[11.4 µM]	.	7%[11.4 µM]	-3%	.	.
CCCn1nnnc1NCc1ccc(F)cc1	4%	-23%	0.6	6%	-4	37%	1%	0.1	-4
CCOc1ccc(-n2ccnc2SCC(=O)Nc2cccc3ccccc23)cc1	-2%	5%	-0.3	3%[57.1 µM]	.	14%[57.1 µM]	2%	1.1	-2
COCC1CCN(C(=O)c2cc(COc3ccc(F)cc3F)on2)C1 (stereo unspecified)	-3%	-11%	-0.8	-5%	0	9%	-6%	-1.3	-2

Of the compounds above, four have fluorine.
SMILES	IDH1 R132H inh	USP1-UAF1 inh	TRHR agonist	TrxR1 substrate	D2 antag	rTrxR1 inhibitor	Pin1 inh	D2 ag	TRHR PAM
O=C(CSc1nc(-c2ccc(F)cc2)cc(C(F)(F)F)n1)NCc1ccccc1	-13%	-21%	-0.7	6%	.	35%	0%	-0.7	-5
CCC(C)(C)n1nnnc1C(c1cccnc1)N1CCN(c2cccc(C(F)(F)F)c2)CC1 (stereo unspecified)	2%	-6%	-1.9	-14%	8	-23%	?	-0.1	3
CCCn1nnnc1NCc1ccc(F)cc1	4%	-23%	0.6	6%	-4	37%	1%	0.1	-4
COCC1CCN(C(=O)c2cc(COc3ccc(F)cc3F)on2)C1 (stereo unspecified)	-3%	-11%	-0.8	-5%	0	9%	-6%	-1.3	-2

Remaining list, next part.
SMILES	IDH1 R132H inh	USP1-UAF1 inh	TRHR agonist	TrxR1 substrate	D2 antag	rTrxR1 inhibitor	Pin1 inh	D2 ag	TRHR PAM
COc1ccc(-c2cc(C(=O)NCCc3ccc(OC)c(OC)c3)c3c(-c4ccc(F)cc4)[nH]nc3n2)cc1	26%	-23%	0.2	8%[57.1 µM]	.	7%[57.1 µM]	15%	.	4
CC1CCN(c2c([N+](=O)[O-])c(=O)oc3ccccc23)CC1	5%	-9%	-4.4	-7%[57.1 µM]	-18	-14%[57.1 µM]	-14%	-1.8	3
CCN(CC)S(=O)(=O)c1ccc2c3c(cccc13)C(=O)N2	11%	4%	0.0	15%	-12	16%	5%	0.6	27
COc1ccc(CNC(=O)c2cccc(S(=O)(=O)N3CCN(C)CC3)c2)cc1	0%	-8%	0.2	8%	-13	17%[57.1 µM]	-11%	-0.6	3
Cc1cc(NC(=O)c2ccccc2Cl)n(C(C)(C)C)n1	1%	-1%	0.8	5%[57.1 µM]	-3	7%[57.1 µM]	2%	1.4	1
Cc1ccc(/C=C/c2onc(C)c2S(=O)(=O)N2CCC(C(=O)NC(C)(C)C)CC2)cc1	-5%	-10%	0.5	5%[57.1 µM]	24	20%[57.1 µM]	11%	0.2	15
O=C(CCS(=O)(=O)c1cccc2nonc12)Nc1cccc(F)c1	-5%	-10%	-0.5	8%[2.29 µM]	.	-8%	-3%	2.0	-3
CCN(CC)C(=O)c1[nH]cnc1C(=O)NCC(=O)OCc1ccccc1	0%	17%	0.4	-3%	29	4%	3%	-1.7	-1
COc1cccc(/C=C(/C(=O)OCC(=O)NC2CCCCCCC2)c2ccccc2)c1	-11%	-12%	4.1	-10%	-4	-3%	?	2.7	-9
CCOc1ccc(Cl)cc1S(=O)(=O)N1CCCC1	12%	1%	-0.2	4%	0	13%	0%	-1.3	2
CN(CC(=O)NCc1ccncc1)S(=O)(=O)c1ccc(F)cc1	4%	-3%	0.2	-2%	-8	22%[57.1 µM]	-8%	0.3	6
COC(=O)NNC(=S)NCc1ccc(C)cc1	1%	-15%	-0.5	-8%	-1	-9%	-7%	0.4	-10
O=S(c1ccccc1)c1ccccc1	-10%	-8%	.	-1%	.	17%	-1%	.	.
CCCC(=O)Nc1cccc(-c2cn3cccnc3n2)c1	-5%&-8%	-8%&-20%	-0.3&-0.3	320%[activator]	23	?	3%&3%	0.4&0.9	-1&-5
COc1ccc(-c2cc(-c3ccccc3)c(C#N)c(SCC(=O)Nc3ncc(C)s3)n2)cc1	-1%	-12%	2.7	31%[activator]	-15	16%	?	1.4	2
CC(C)CN(CC(C)C)CC(O)COc1ccc([N+](=O)[O-])cc1 (stereo unspecified)	11%	-17%	1.1	-13%	-10	-11%	1%	-0.7	-4
O=C(CSc1nc2ccccc2c(=O)[nH]1)Nc1ccc(N2CCOCC2)cc1	-2%	-15%	-0.2	-2%	-5	-8%	9%	-1.1	-2
CC(=O)c1cccc(NS(=O)(=O)c2ccc(NC(=O)N3CCCCC3)cc2)c1	2%	-20%	0.2	-11%	2	-5%	-4%	0.9	-7
Cn1c(N)c(C(=O)COC(=O)Cc2ccc(F)cc2)c(=O)n(C)c1=O	0%	-12%	0.1	-4%[57.1 µM]	10	6%[57.1 µM]	0%	0.8	-4
OCCN(CCCn1c(C(F)(F)F)nc2ccccc21)c1nc(CN2CCCCC2)cs1	6%	-28%	-0.2	5%[57.1 µM]	-11	11%[57.1 µM]	4%	0.2	-2
COc1ccc(OCCSc2nc(C)nc3ccccc23)cc1	9%	-17%	0.5	-2%	-1	5%	2%	1.3	20
O=c1c2ccccc2c(C=Nc2ccc(O)cc2)c(O)n1Cc1ccccc1	-2%	10%	3.0	-1%	-19	5%	4%	1.1	-2
COc1ccc(N(C(=O)c2snc(C(N)=O)c2N)C(C(=O)NC2CCCC2)c2cccs2)c(OC)c1 (stereo unspecified)	-17%	?	-0.8	5%[57.1 µM]	-10	22%[57.1 µM]	12%	-4.8	1
Cc1noc(C)c1S(=O)(=O)Nc1c(C)n(C)n(-c2ccccc2)c1=O	-3%	-3%	-0.2	-5%	9	-7%	9%	0.1	-8
Cc1ccc(NC(=O)N[C@@H](CC(C)C)C(=O)O)c(C)c1	5%	-16%	-0.2	0%	2	23%	-12%	0.0	-1
COc1ncnc2c1oc1nc(C(C)C)c3c(c12)CC(C)(C)OC3	2%	0%	-0.1	8%[57.1 µM]	.	1%[57.1 µM]	1%	.	2
COc1ccc(C(CNC(=O)Cc2cc(OC)c(OC)c(OC)c2)N2CCCC2)cc1 (stereo unspecified)	4%	-1%	0.3	3%[57.1 µM]	-13	-2%[57.1 µM]	2%	-0.1	2
Fc1ccccc1N1CCN(Cc2nc(-c3ccccc3)no2)CC1	8%	-10%	0.4	-8%	-2	-2%	10%	0.4	-4
